ELG1 repair inh: qHTS screen for small molecules that inhibit ELG1-dependent DNA repair in human embryonic kidney (HEK293T) cells expressing luciferase-tagged ELG1 | HEK293T ELG1-luciferase reporter, luminescence, 16 h; DNA damage induced by 5-fluorouridine | AID 504467, 2011 | hit rate 2.3% among 330,000 | Potency, µM (titrated, usually from 46.1 µM), for the others: at the highest dose activity change, negative = inhibition, hits mostly inhibitors; further: potency means the concentration at half of the fitted maximal effect; on the % scale 0 is the no-effect control and ±100 the full control effect; nearly all actives have a fitted effect of over 55% in size
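HEK293T cells expressing luciferase-tagged ELG1 (2,000/well) received 5-Fluorouridine plus compound or DMSO for 16 hr at 37 °C. Luciferase was read by ONE-Glo luminescence after 30 min at room temperature.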
Tb PFK block: qHTS Assay to Find Inhibitors of T. brucei phosphofructokinase | ATP-dependent 6-phosphofructokinase (Trypanosoma brucei brucei), O15648 | Potency, µM (doses to about 57.5 µM), for the others: top-dose activity, negative = inhibition, actives largely listed as inhibitors | T. brucei PFK, ADP-Glo luminescence | hit rate 0.17% among 330,000 | AID 485367, 2010;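 further: potency means the concentration at half of the fitted maximal effect; 0% = uninhibited 1x PFK enzyme wells and -100% = no-enzyme wells; nearly all actives have a fitted effect of over 60% in size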
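ADP-Glo luminescence quantified ADP after 45 min at room temperature, with 1.25 nM T. brucei PFK, 0.1 mM ATP and 0.5 mM fructose-6-phosphate in pH 8.0 TEA buffer. qHTS titrations up to 57 µM; curves classified by quality.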
p53 reactivator: qHTS assay for re-activators of p53 using a Luc reporter; H1299 p53-A138V BP100-luciferase reporter, luminescence, 24 h; Potency, µM (doses to about 92.2 µM), without a hit: at the top dose activity change, positive = activation, most hits filed as activators; hit rate 0.063% among 320,000; AID 504706, 2011; further: potency means the concentration at half of the fitted maximal effect; % of control where 0% means no effect; nearly all actives have a fitted effect of over 45% in size
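H1299 (p53-null), stable ts p53-A138V + BP100-Luc; 1000 cells/well, Opti-MEM/10% FBS; cpd 4 pt, 1:5; 24 h, 37 deg C, 5% CO2; detection reagent 10 min RT; luminescence.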
BRCA1 expr act: qHTS Assay to Identify Small Molecule Activators of BRCA1 Expression; MCF7-BRCA1-FFLuc reporter, luminescence, 48 h; response scale: scaled: vehicle 0%, 10 µM genistein 100%; Potency, µM (series often up to 46.1 µM), inactives show top-dose activation, usual class: activators; hit rate 1.1% among 380,000; further: potency means the concentration at half of the fitted maximal effect; nearly all actives have a fitted effect of over 80% in size; some results filed as inactive show a strong effect at the top dose
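Activators of BRCA1 expression were detected as increased firefly luciferase luminescence in engineered MCF7 cells after 48 h compound incubation. Signals were scaled to genistein 10 microM as full activation.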
RORg inh: qHTS for inhibitors of ROR gamma transcriptional activity | Nuclear receptor ROR-gamma (Mus musculus), P51450 | Drosophila S2 Gal4-RORgamma UAS-luciferase reporter, 20 h | Potency, µM (doses to about 53.6 µM), for inactives: top-dose activity change, negative = inhibition, hits mostly inhibitors | hit rate 5.4% among 310,000; further: potency means the concentration at half of the fitted maximal effect; on the % scale 0 is the no-effect control and ±100 the full control effect; nearly all actives have a fitted effect of over 60% in size
Target sequence (P51450 whole entry, looked up, the tested form may be a part): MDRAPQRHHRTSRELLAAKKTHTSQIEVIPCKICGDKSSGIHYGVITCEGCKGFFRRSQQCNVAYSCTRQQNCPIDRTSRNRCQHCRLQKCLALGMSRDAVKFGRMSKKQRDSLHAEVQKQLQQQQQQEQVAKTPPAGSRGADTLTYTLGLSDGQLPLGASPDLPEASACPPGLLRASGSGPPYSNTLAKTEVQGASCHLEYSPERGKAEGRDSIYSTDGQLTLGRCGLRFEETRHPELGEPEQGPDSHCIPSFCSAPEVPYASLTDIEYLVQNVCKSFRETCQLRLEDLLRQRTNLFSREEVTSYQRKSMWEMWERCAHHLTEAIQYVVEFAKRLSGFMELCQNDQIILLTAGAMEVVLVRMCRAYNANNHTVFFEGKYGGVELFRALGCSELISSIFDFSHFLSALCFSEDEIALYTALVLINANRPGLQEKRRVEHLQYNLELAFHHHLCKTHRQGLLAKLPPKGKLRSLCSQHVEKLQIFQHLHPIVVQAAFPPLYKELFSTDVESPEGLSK
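A Gal4/UAS one-hybrid system in insect cells: metallothionein-promoter Gal4–ROR gamma fusion plus Photinus luciferase reporter. Copper sulfate 700 uM final, 20 hr ambient incubation, luminescent detection after 10 min with reagent.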
ELG1 genotoxic: qHTS screen for small molecules that induce genotoxicity in human embryonic kidney (HEK293T) cells expressing luciferase-tagged ELG1; AID 504466, 2011; HEK293T ELG1-luciferase reporter, luminescence, 16 h; hit rate 1.3% among 330,000; Potency, µM (highest dose often 46 µM), inactives show at the highest dose activity change, positive = activation, actives largely listed as activators; further: potency means the concentration at half of the fitted maximal effect; % of control where 0% means no effect; nearly all actives have a fitted effect of over 60% in size
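16 hr compound incubation (37 °C, 5% CO2) of HEK293T cells carrying luciferase-tagged ELG1; luciferase then measured by ONE-Glo luminescence after 30 min at RT.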
NPC1 prom act: qHTS Assay for NPC1 Promoter Activators; Potency, µM (highest dose often 9.22 µM), for the others: at the top dose activation, actives largely listed as activators; AID 485313, 2010; Huh7 NPC1 promoter luciferase reporter, 24 h; hit rate 2.4% among 320,000;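 further: potency means the concentration at half of the fitted maximal effect; % of control where 0% means no effect; nearly all actives have a fitted effect of over 60% in size; reporter is driven by a mutant NPC1 promoter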
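Luciferase expression driven by the NPC1 promoter was measured in stably transfected Huh7 cells after a 24 h compound incubation, using a luciferase reagent and a luminescence read.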
VP16 counter: VP16 counterscreen qHTS for inhibitors of ROR gamma transcriptional activity. Drosophila S2 Gal4-VP16 UAS-luciferase, luminescence, 20 h. Potency, µM (titrated, usually from 53.6 µM), for inactives: at the highest dose activity, negative = inhibition, actives largely listed as inhibitors. hit rate 3.5% among 310,000. AID 2546, 2010;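 further: Gal4-VP16 expression switched on by copper sulfate through the metallothionein promoter; potency means the concentration at half of the fitted maximal effect; on the % scale 0 is the no-effect control and ±100 the full control effect; nearly all actives have a fitted effect of over 50% in size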
TRPV1 ag: HTS Assay for Compounds that Act as Agonists of the Vanilloid Receptor 1. hit rate 0.19% among 320,000. activation, % at 8.33 µM. TRPV1-expressing cells, Fluo-8 calcium influx, agonist mode. AID 540275, 2011. Transient receptor potential cation channel subfamily V member 1 (Homo sapiens), Q8NER1; in the data active means activation above about 80%; inconclusive means between about 30% and that limit; further: 0% is about no effect
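TRPV1-expressing cells were cultured overnight at 35.5C and loaded with Fluo-8 calcium dye for 40 to 90 min at room temperature. After a 10 s baseline, compound was added and calcium influx was read kinetically for 3 min (ex 480/em 520 nm).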
Rab9 prom act: qHTS Assay for Rab9 Promoter Activators | AID 485297, 2010 | hit rate 2.8% among 320,000 | Huh7 Rab9 promoter-luciferase reporter, luminescence, 24 h | Potency, µM (top dose mostly 9.22 µM), without a hit: top-dose activation, negative = inhibition, most hits filed as activators; further: potency means the concentration at half of the fitted maximal effect; % of control where 0% means no effect; nearly all actives have a fitted effect of over 60% in size
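Huh7 cells stably carrying a Rab9 promoter-luciferase reporter, 1500 cells per well in OP-MEM I with 10% FBS, treated with compound 24 hours at 37C. Luciferase activity read by luminescence after 10 minutes with Amplite reagent.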
FLuc modulator: qHTS profiling assay for firefly luciferase inhibitor/activator using purifed enzyme and Km concentrations of substrates (counterscreen for miR-21 project). purified FLuc, Km substrates, luminescence inhibition. Potency, µM (highest dose often 57.5 µM), for inactives: at the top dose activity change, negative = inhibition, actives largely listed as inhibitors. hit rate 6.9% among 360,000. Luciferin 4-monooxygenase (Photinus pyralis), P08659;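 further: potency means the concentration at half of the fitted maximal effect; plate controls were vehicle for no effect and reference inhibitor for full effect; nearly all actives have a fitted effect of over 55% in size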
Target sequence (P08659 whole entry, looked up): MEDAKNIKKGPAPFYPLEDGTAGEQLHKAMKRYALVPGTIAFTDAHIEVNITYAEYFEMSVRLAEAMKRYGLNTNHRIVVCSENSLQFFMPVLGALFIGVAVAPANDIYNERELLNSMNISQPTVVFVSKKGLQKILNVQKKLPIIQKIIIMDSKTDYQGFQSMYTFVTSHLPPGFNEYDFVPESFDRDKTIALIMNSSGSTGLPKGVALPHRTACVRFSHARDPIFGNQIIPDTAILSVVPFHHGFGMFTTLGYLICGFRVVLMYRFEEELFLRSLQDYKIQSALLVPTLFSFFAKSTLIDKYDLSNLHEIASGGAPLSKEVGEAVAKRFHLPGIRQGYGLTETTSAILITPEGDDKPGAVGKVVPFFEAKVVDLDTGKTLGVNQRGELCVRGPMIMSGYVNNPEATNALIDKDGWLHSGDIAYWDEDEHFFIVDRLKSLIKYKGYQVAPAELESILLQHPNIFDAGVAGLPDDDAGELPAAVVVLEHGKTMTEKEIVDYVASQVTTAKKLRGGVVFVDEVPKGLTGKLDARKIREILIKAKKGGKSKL
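Purified P. pyralis luciferase (10nM final) with 10uM D-luciferin and 10uM ATP (Km levels) in 50mM Tris acetate pH 7.5, 10mM Mg acetate, 0.01% Tween-20, 0.05% BSA; qHTS 6-point titration, ~60 µM downward; luminescence read.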
Starred values were filed as active, the others as inactive; u = inconclusive; x = no result given; [ ] = dose if it differs, or a comment. Unless noted, the call rests on the fitted dose curve; in most records, active means well fitted curve in the direction sought with a large enough effect; inconclusive means small, poorly fitted or top-dose-only effect, or another doubt; inactive means no such curve, though single readings can be large; an effect the other way counts as inactive or inconclusive. Not a hit list; 15% or so of the library scored in one or more.

SMILES	ELG1 repair inh	Tb PFK block	p53 reactivator	BRCA1 expr act	RORg inh	ELG1 genotoxic	NPC1 prom act	VP16 counter	TRPV1 ag	Rab9 prom act	FLuc modulator
CC1CCC(NC(=O)CN2CCCN(Cc3ccc(F)cc3Cl)C2=O)CC1 (centres undefined)	u	0%	-17%	-24%	43%	-5%	1%	3%	3	-3%	2%
O=C1CC(c2cc(-c3ccccc3)no2)C1	u	-3%	14%	u	-4%	u	u	2%	-2	2.8µM*	u
CC(=O)Nc1ccccc1C(=O)C(=O)Nc1cccc(C(=O)NC2CC2)c1	u	u	u	47%	25%	13%	u	3%	-2	2.8µM*	-11%
CCN(CC(=O)Nc1ccc(NC(C)=O)cc1)CC(=O)Nc1cccc(Cl)c1	-17%	-6%	-8%	-22%	4%	1%	1%	-1%	3	0%	1%
CN(C)S(=O)(=O)c1ccc(Cl)c(NC(=O)CSc2nc3ccccc3c(=O)n2CCCN2CCOCC2)c1	u	-2%	-6%	-1%	21%	0%	1%	-1%	5	1%	-4%
NCCCC[C@@H](C(=O)N1CCNCC1)n1cc(CN)nn1	6%	0%	6%	7%	x	6%	-1%	x	-2	1%	5%
O=C(NC(Cc1c[nH]c2ccccc12)C(=O)N/N=C/c1cccnc1)c1cccs1 (centres undefined)	u	-2%	-1%	0%	-2%	-7%	2%	-6%	-1	9%	0%
CCOC(=O)C1=C(C(F)(F)F)Nc2ncnn2C1c1ccc(OC)c(OC)c1OC (centres undefined)	u	-3%	-5%	6%	8%	0%	-1%	-5%	-5	0%	1%
CCOC(=O)c1c(C)oc2c(F)c(F)c(F)c(F)c2c1=O	u	-3%	3%	-63%	u	5%	-38%[inhibitor]	4%	3	-45%[inhibitor]	-1%
COCCn1c(SCC(=O)c2ccc(CNC(C)=O)o2)nc2ccccc2c1=O	-15%	-23%	-8%	-6%	u	2%	-3%	-12%	2	-1%	2%
CCOc1ncccc1C(=O)Nc1cc(S(=O)(=O)N(CC)CC)ccc1N1CCOCC1	5.2µM*	0%	-3%	-30%	x	-3%	x	x	x	x	x
Cc1cccc(C)c1-n1c(C)nn(Cc2ccc([N+](=O)[O-])cc2)c1=O	-25%	-7%	-2%	-14%	26%	-3%	-4%	-3%	-2	12%	-2%
O=C(COC(=O)CNC(=O)c1ccc(Br)o1)Nc1ccc2c(c1)OCCO2	14%	-3%	-1%	-7%	1%	-1%	-2%	1%	3	7%	-3%
CC(=O)c1ccc(NC(=O)CN2C(=O)NC(C)(C3CCCCC3)C2=O)cc1 (centres undefined)	18%	2%	0%	-17%	x	4%	-4%	x	4	1%	-2%
O=C1CN(C(=O)NCC(=O)N[C@@H](Cc2ccccc2)C(=O)O)c2ccccc2N1	8%	3%	x	0%	0%	1%	1%	-6%	1	2%	-1%
Cc1ccc(CN(Cc2ccco2)C(=S)NCC(=O)NC2CC2)cc1	1%	-3%	0%	-7%	10%	-3%	-7%	14%	18	-2%	1%
Cc1cc(NC(=O)CSCC(=O)N(C)Cc2ccc(Cl)cc2Cl)no1	0%	-1%	1%	-20%	x	1%	-2%	x	-6	-3%	2%
Cc1cccc(NC(=O)NNC(=O)COc2ccc(Cl)cc2)c1	13%	-6%	2%	0%	-2%	3%	-1%	7%	2	-2%	-1%
Cc1nonc1C1CCCN1Cc1cn[nH]c1-c1ccc2c(c1)OCO2 (centres undefined)	-7%	-1%	-4%	37%	26%	-3%	-2%	0%	1	-2%	1%
Cc1nn(C)c(C(=O)NNC(=O)Nc2cccc(C(F)(F)F)c2)c1Cl	u	6%	-5%	0%	u	-11%	-3%	u	-1	2%	3%
CN1CCN(C(=O)c2cc3nc(-c4ccc(F)cc4)cc(C(F)(F)F)n3n2)CC1	u	-2%	-8%	-55%	0%	1%	0%	5%	2	-3%	1%
Cc1ccc(S(=O)(=O)N2CCN=C2c2ccccc2)cc1C	-16%	-3%	0%	-8%	-36%	-2%	-2%	1%	2	-7%	2%
O=C(Nc1ccncc1)c1ccc([N+](=O)[O-])cc1Cl	u	-3%	5%	27%	-3%	-15%	2%	-2%	23	1%[1.84 µM]	-9%
CN(c1ccccc1)S(=O)(=O)c1cccc(NC(=O)Cn2cnc3ccccc3c2=O)c1	u	3%	-4%	-14%	u	-2%	-1%	-3%	-8	3%	4%
CS(=O)(=O)c1ccc2nc(NC(=O)c3ccc(N4C(=O)CCC4=O)cc3)sc2c1	-1%	3%	0%	0%	-15%	-1%	-6%	-1%	-2	-1%	u
CCn1c(SCc2nc3ccccc3c(=O)[nH]2)nnc1C(C)NC(=O)c1ccccc1 (centres undefined)	0%	2%	-4%	1%	-1%	-2%	0%	2%	-4	3%	-1%
COc1ccccc1OCc1nc2ccccc2n1C	u	4%	17%	u	-29%	u	29%	u	2	u	u
CN1C(=S)SC(N2OC3C(=O)N(c4ccccc4)C(=O)C3C2c2ccccc2)C1(C)C (centres undefined)	8%	-7%	8%	x	5%	1%	-1%	5%	-6	8%	1%
COc1cccc(NC(=O)CC(=O)c2ccc([N+](=O)[O-])cc2)c1	u	11%	17%	11µM*	25%	8%	u	-1%	12	3%[1.84 µM]	2.1µM*
Cc1ccc(C2C(C#N)=C3N=C(N)c4ccccc4N3C3=C2C(=O)CCC3)cc1 (centres undefined)	11%	2%	-4%	-26%	-4%	4%	-2%	0%	5	-10%	-6%
Cc1ccc(NC(=O)c2ccc(OC(F)(F)F)cc2)cc1S(=O)(=O)N(C)C	u	0%	4%	-48%	u	-3%	-13%	-29%	-1	-27%	u
CC(=O)Nc1ccc(NC(=O)CCc2nc3ccccc3c(=O)[nH]2)cc1	-1%	1%	0%	1%	0%	1%	-1%	0%	-3	0%	-7%
CCN(CC)S(=O)(=O)c1ccc(Cl)c(NC(C)=O)c1	11%	1%	-3%	17%	-7%	0%	1%	-5%[10 µM]	-1	-1%	1%
Cc1ccc2cc(C(c3nnnn3C3CCCC3)N(Cc3ccco3)Cc3cccs3)c(=O)[nH]c2c1 (centres undefined)	u	-1%	-2%	-49%	5%	-3%	-6%	-5%	27	-3%	8%
CCC(Sc1nncn1C)C(=O)Nc1nnc(-c2ccc(Cl)cc2)s1 (centres undefined)	u	0%	10%	28%	u	6%	1%	-10%	-2	2%	15µM*
CC(=O)/C(N=Nc1cc2c(cc1[N+](=O)[O-])OCCO2)=C(\C)O	-4%	-1%	1%	-17%	-13%	3%	-2%	5%	3	-2%	4%

Complete entries as entered above. Order of screens: ELG1 repair inh, Tb PFK block, p53 reactivator, BRCA1 expr act, RORg inh, ELG1 genotoxic, NPC1 prom act, VP16 counter, TRPV1 ag, Rab9 prom act, FLuc modulator
Results for Cc1ccc2cc(C(c3nnnn3C3CCCC3)N(Cc3ccco3)Cc3cccs3)c(=O)[nH]c2c1 (centres undefined) = u, -1%, -2%, -49%, 5%, -3%, -6%, -5%, 27, -3%, 8%
Results for Cc1ccc(NC(=O)c2ccc(OC(F)(F)F)cc2)cc1S(=O)(=O)N(C)C = u, 0%, 4%, -48%, u, -3%, -13%, -29%, -1, -27%, u

Taken from above.
In p53 reactivator, CC(=O)Nc1ccc(NC(=O)CCc2nc3ccccc3c(=O)[nH]2)cc1 has 0%
In TRPV1 ag, Cc1ccc2cc(C(c3nnnn3C3CCCC3)N(Cc3ccco3)Cc3cccs3)c(=O)[nH]c2c1 (centres undefined) has 27
In BRCA1 expr act, CCN(CC)S(=O)(=O)c1ccc(Cl)c(NC(C)=O)c1 has 17%
In ELG1 repair inh, CC(=O)/C(N=Nc1cc2c(cc1[N+](=O)[O-])OCCO2)=C(\C)O has -4%
